Bioassay records (PubChem)
aSyn rescue: inhibitors of alpha-synuclein toxicity in yeast. Yeast expressing alpha-synuclein, growth rescue, BacTiter-Glo, 24 h. Potency, µM (highest dose often 46.1 µM), for inactives: at the highest dose growth rescue (activation), most hits filed as activators. 0.14% of 370,000 active. AID 652106; note: potency is the fitted concentration of half-maximal effect; % of control where 0% means no effect; nearly all actives have a fitted effect of over 65% in size
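Galactose-induced alpha-syn yeast (OD600=0.02, raffinose-pregrown) + pinned cpd, 24 hr, 30 deg C; growth by BacTiter-Glo luminescence. Growth restoration scores as activation.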
Abeta rescue: restores growth of yeast expressing A-beta42 peptide; yeast expressing A-beta42, growth rescue, OD600, 48 h; response scale: 0% DMSO, 100% iron-clioquinol control; Potency, µM (top dose mostly 46.1 µM), for the others: at the top dose growth rescue, actives largely listed as activators; 0.063% of 410,000 active; AID 1347071; note: potency is the fitted concentration of half-maximal effect; nearly all actives have a fitted effect of over 55% in size
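Yeast A-beta toxicity model in growth medium with pinned compounds, 48 h at 30 C; growth read as absorbance at 600 nm. Normalized to FeCl3/clioquinol equimolar mix (positive) and DMSO (negative).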
DRD3 antagonist: D3 dopamine receptor (human) antagonism; D3R cells, DiscoveRx beta-arrestin luminescence, antagonist mode; stronger effect = lower value; max response, negative = inhibition, %; AID 652054; P35462; 2.5% of 360,000 active; in the data active = max response below about -50%; inconclusive = no clear call, values can overlap the other calls; note: % is set by controls: 0 for no effect and ±100 for the full control effect; mostly tested at two doses, the higher about 12 µM
Target sequence (P35462 whole entry, looked up): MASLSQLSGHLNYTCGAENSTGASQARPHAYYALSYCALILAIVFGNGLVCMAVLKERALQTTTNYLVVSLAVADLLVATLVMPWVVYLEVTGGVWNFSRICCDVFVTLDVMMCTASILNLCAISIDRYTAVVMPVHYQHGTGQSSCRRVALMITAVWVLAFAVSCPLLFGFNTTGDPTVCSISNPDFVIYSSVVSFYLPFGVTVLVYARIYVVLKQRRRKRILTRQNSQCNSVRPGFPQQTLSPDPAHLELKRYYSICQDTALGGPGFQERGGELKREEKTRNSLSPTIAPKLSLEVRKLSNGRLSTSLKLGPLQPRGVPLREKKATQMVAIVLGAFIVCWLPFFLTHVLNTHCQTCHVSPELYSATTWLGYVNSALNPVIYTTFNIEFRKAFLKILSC
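Cells expressing the human receptor were seeded at 1500 cells/well, incubated overnight at 37 degrees C in 5% CO2, then exposed to library compounds with dopamine controls for 90 minutes at 37 degrees C before luminescent detection.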
Akt phos inh: Akt phosphorylation inhibition | 0.32% of 360,000 active | activity change, % for hits at 50 µM | AID 651550 | Neuro2A IGF-stimulated pAkt S473 HTRF, 20 min; stronger effect = lower value; in the data active = activity change below about -80%; inconclusive = mostly about -51% to -80%; note: % is set by controls: 0 for no effect and ±100 for the full control effect
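Neuro2A cells (4,500/well, DMEM with 0.5% FBS) were treated with compound at a single 50 µM final concentration, stimulated with 6 nM IGF for 20 min at 37 °C, and lysed. Phospho-Akt Ser473 was read by HTRF as 665/615 ratio ×10^4.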
PTHR1 agonist: agonists of human PTHR1 parathyroid hormone receptor; HEK293 GP2 PTHR1 cells, GloSensor cAMP luminescence, 1 h; Potency, µM (top dose mostly 115 µM), for inactives: at the highest dose activation, most hits filed as activators; Q03431; 0.075% of 410,000 active; note: potency is the fitted concentration of half-maximal effect; nearly all actives have a fitted effect of over 55% in size; some results filed as inactive show a strong effect at the top dose; inactives centre near -15; many of its hits are not listed in these tables
Target sequence (Q03431 whole entry, looked up): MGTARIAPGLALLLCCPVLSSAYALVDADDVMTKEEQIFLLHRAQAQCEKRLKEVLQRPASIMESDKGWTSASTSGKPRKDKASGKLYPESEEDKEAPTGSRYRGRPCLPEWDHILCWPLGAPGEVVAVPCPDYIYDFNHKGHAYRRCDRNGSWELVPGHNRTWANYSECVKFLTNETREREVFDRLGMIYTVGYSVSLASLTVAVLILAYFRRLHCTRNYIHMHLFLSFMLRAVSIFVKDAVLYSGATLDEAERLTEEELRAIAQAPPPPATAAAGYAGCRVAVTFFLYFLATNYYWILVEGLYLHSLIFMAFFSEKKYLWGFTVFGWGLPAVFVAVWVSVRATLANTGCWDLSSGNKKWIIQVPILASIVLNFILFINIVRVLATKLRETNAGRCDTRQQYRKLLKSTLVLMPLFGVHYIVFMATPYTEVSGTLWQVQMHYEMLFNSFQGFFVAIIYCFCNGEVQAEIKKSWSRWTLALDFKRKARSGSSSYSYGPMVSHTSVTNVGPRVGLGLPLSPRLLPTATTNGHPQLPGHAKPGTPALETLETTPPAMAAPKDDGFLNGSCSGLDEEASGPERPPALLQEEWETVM
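HEK-293-derived GP2 cells expressing PTHR1 and a GloSensor cAMP reporter, 3,000/well, plated overnight, given luciferin plus IBMX (each 0.5 mM as added) for 1 h at 37 °C, then compound for 1 h at 37 °C. Luminescence was read after 15 min at room temperature.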
GLP-1R inv ag: GLP-1 receptor (human) inverse agonism | P43220 | HEK293 GLP-1R CRE-luciferase, luminescence, 24 h; GLP-1R form is constitutively active | Potency, µM (titrated, usually from 38.3 µM), for inactives: top-dose activity change, negative = inhibition, actives largely listed as inhibitors | 1.6% of 410,000 active; note: potency is the fitted concentration of half-maximal effect; % is set by controls: 0 for no effect and ±100 for the full control effect; nearly all actives have a fitted effect of over 55% in size
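Cells are plated, allowed 12 hours at 37 deg C, then treated with compounds for 24 hr before luciferase detection reagent is added and luminescence is read after 12 min at room temperature. The HEK293 line carries constitutively active GLP-1R with a cAMP-responsive reporter.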
FUS yeast rescue: FUS proteinopathy suppression in yeast. S. cerevisiae FUS-expressing, growth rescue, OD600, 24 h. Potency, µM (doses to about 76.6 µM), for the others: at the highest dose growth rescue (activation), usual class: activators. 0.24% of 390,000 active;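 note: potency is the fitted concentration of half-maximal effect; plate controls were DMSO vehicle for no effect and reference control for full effect; nearly all actives have a fitted effect of over 55% in size; some results filed as inactive show a strong effect at the top dose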
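Toxicity suppression screen in FUS-yeast. Cells induced with 2% galactose, starting OD 0.005, treated 24hr at 30C with compounds at multiple final concentrations; growth by OD600.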
TDP-43 yeast inh: inhibitors of TDP-43 toxicity in yeast. TDP-43 expressing yeast growth rescue, BacTiter-Glo, 24 h. Potency, µM (highest dose often 46.1 µM), for the others: top-dose growth rescue (activation), usual class: activators. 1.8% of 410,000 active; note: potency is the fitted concentration of half-maximal effect; % of control where 0% means no effect; nearly all actives have a fitted effect of over 50% in size
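Luminescence from BacTiter-Glo reports growth of TDP-43-expressing yeast after 24 hr at 30 deg C with compound. Cells were raffinose-pregrown to mid-log, then seeded in galactose medium at OD600=0.02.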
GLP-1R agonist: GLP-1 receptor (human) agonism; HEK293 GLP-1R CRE-luciferase, luminescence, 4-6 h; cells express a hypersensitive GLP-1R form; 0.007% of 380,000 active; Potency, µM (doses to about 45.6 µM), inactives show at the highest dose activation, actives largely listed as activators; note: potency is the fitted concentration of half-maximal effect; % of control where 0% means no effect
An asterisk follows results filed as active; i = inactive; u = inconclusive; x = not tested or not shown; ! = not active in a repeat; [ ] = dose if it differs, or a comment. Unless noted, calls come from the whole dose curve; as a rule, active = well fitted curve in the direction sought with a large enough effect; inconclusive = small, poorly fitted or top-dose-only effect, or another doubt; inactive = no such curve, though single readings can be large; an effect the other way counts as inactive or inconclusive. This is a subset; count on the stated rates, not on these rows.

SMILES	aSyn rescue	Abeta rescue	DRD3 antagonist	Akt phos inh	PTHR1 agonist	GLP-1R inv ag	FUS yeast rescue	TDP-43 yeast inh	GLP-1R agonist
CCC(C)Nc1nc2c(C)cccn2c(=O)c1C=Nc1ccc(OC)cc1 (configuration not stated)	-6%	0%	25	i	-15%	9%	-29%	19%	8%
c1cncc(-c2nnc3n2CCC3)c1	6%	2%	23	i	i	10%	x	17%	-29%
O=C(O)c1cccc2c1-c1ccc(Cl)cc1C2=O	-11%	0%	-28	i	i	-16%	x	14%	-4%
N#CCSc1nnc(COc2ccc3ccccc3c2)o1	11%	22%	-9	i	-6%	41%[activator]	-10%	21%	3%
COCCNC(=O)c1onc(CSc2cc(C)cc(C)c2)c1C(=O)O	-5%	-10%	0	i	i	-23%	-3%	13%	-3%
Cc1ccc(N2CCN(C(=O)c3nn(C)c4c3CS(=O)(=O)c3ccccc3-4)CC2)c(C)c1	5%	29%	20	i	-18%	u	22µM*!	u	-8%
COc1ccc(-c2cc(C(=O)NCC3CCCO3)c3ccccc3n2)cc1 (configuration not stated)	-1%	-5%	18	i	-26%	16%	8%	4%	20%
CC(O)CNc1ccc([N+](=O)[O-])cc1S(=O)(=O)N1CCOCC1 (configuration not stated)	0%	18%	-4	i	i	-9%[7.66 µM]	16%	-26%	2%
CC(OC(=O)c1cc(S(=O)(=O)N(C)c2ccccc2)ccc1Cl)C(=O)Nc1ccc2c(c1)OCCO2 (configuration not stated)	6%	26%	-3	i	-54%[inhibitor]	u	x	10%	-1%
O=C(Cn1cc(C(=O)C2CC2)c2ccccc21)NC1CCCC1	8%	-2%	8	i	i	-10%	-16%	9%	-2%
CN(C)c1ccc(/C=N/NC(=O)c2ccco2)cc1	-8%	-5%	-8	i	-12%	u	-9%	9%	-15%
CCc1nnc(NC(=O)CCC(=O)O)s1	1%	-19%	-19	i	i	5%	-29%	18%	4%
CN(c1ccccc1)S(=O)(=O)c1ccc(C(=O)OCC(=O)NCc2cccs2)cc1	2%	12%	-12	i	i	u	-2%	0%	-1%
O=C1/C(=C/c2cccc(O)c2)SC(=S)N1CC1CCCO1 (configuration not stated)	6%	-7%	0	i	-23%	u	16%	0%	8%
Cc1sc2cc(-c3cccc([N+](=O)[O-])c3)c(-c3cccc([N+](=O)[O-])c3)c[n+]2c1C	-3%	6%	-6	i	i	9%	9%	1%	-1%
Cc1ccc(S(=O)(=O)N(C)C)cc1NC(=S)N1CCN(Cc2ccc3c(c2)OCO3)CC1	-2%	-1%	-2	i	-36%[inhibitor]	u	-20%	13%	6%
O=S(=O)(Cc1ccccc1Cl)N1CCN(Cc2ccc3c(c2)OCO3)CC1	10%	-7%	16	i	-36%[inhibitor]	-12%	-7%	-10%	-4%
NC1=NC(=O)/C(=C/c2c(OS(=O)(=O)c3ccc(Cl)cc3)ccc3ccccc23)S1	1%	6%	-13	i	i	27%	-4%	-1%	2%
CN(C)Cc1c(O)ccc2c1O/C(=C\C=C\c1ccccc1)C2=O	-6%	-7%	-20	i	-24%	4%	15%	-12%	1%
Cc1cc(C)c(NC(=O)c2sc3nc(C)cc(C)c3c2NC(=O)c2ccccc2)c(C)c1	x	-17%	x	x	i	-2%	8%	-4%	x
N#Cc1cccc(C#N)c1NCC1CCCO1 (configuration not stated)	-1%	-11%	3	i	i	16%	-16%	19%	-4%
CCOC(=O)N1CCN(C(=O)COc2ccc3ccccc3c2Br)CC1	23%	8%	13	i	-37%[inhibitor]	u	44%	u	-5%
Cc1cc(C)nc(SCc2nnc(SCC(=O)Nc3nccs3)n2Cc2ccco2)n1	-1%	11%	10	i	-17%	0%	22%	21%	13%
COc1ccc(-n2ccnc(NCc3ccc(C)cc3)c2=O)cc1OC	x	6%	x	x	-4%	1%	14%	u	x
CC1CCC(NC(=O)COC(=O)c2ccco2)CC1 (configuration not stated)	6%	27%	13	i	-15%	8%	-7%	27%	-2%
Cc1ccc(Nc2cc(-c3ccccc3)nc(C)n2)cc1	x	24%	x	x	i	u	4%	0%	x
COc1ccc(CCNC(=O)COC(=O)Cc2c[nH]c3ccccc23)cc1OC	-2%	6%	1	i	2%	4%	16%	23%	0%
CC1CCC(NC(=O)c2nn(C)c3c2CSc2ccccc2-3)CC1 (configuration not stated)	-6%	4%	-7	i	-23%	u	-1%	15%	0%
Cc1ccc(C(=O)NCC(=O)N(C)Cc2cccc(F)c2)s1	0%	9%	0	i	-4%	0%	11%	7%	3%
COc1ccc(OCC(O)CN2CCN(c3ccc(Cl)cc3)CC2)cc1 (configuration not stated)	u	-2%	u	i	-25%	u	-31%	-8%	-9%
Cc1ccc(CN2C(=O)NC(Cc3c[nH]c4ccccc34)C2=O)cc1 (configuration not stated)	2%	-1%	10	i	i	-6%	x	8%	-7%
CC(=O)c1sc(NC(=O)CN2C(=O)C3CCCCC3C2=O)nc1-c1ccccc1 (configuration not stated)	7%	12%	19	i	i	52%[activator]	30%	13%	-4%
C/C(N)=C(/C#N)C(=O)COC(=O)CNS(=O)(=O)c1ccc(F)c(F)c1F	-4%	5%	-3	i	-17%	-1%	5%	x	-3%
CCOc1cc(/C=N/NC(=O)c2cc(-c3ccccc3)nc3ccccc23)ccc1O	3%	-10%	44	i	-13%	4%	u	-10%	10%
Cc1cccc2cc3c(N)c(C(=O)N4CCCc5ccccc54)sc3nc12	3%	-7%	u	i	-36%[inhibitor]	u	23%	16µM*	25%
COC(=O)c1ccc(NC(=O)CSc2nc(C)cc(C)c2C(=O)Nc2ccccc2)cc1	x	3%	x	x	-27%	-18%	6%	24%	x

Random excerpt: 5 entries already listed, in no set order.
SMILES	aSyn rescue	Abeta rescue	DRD3 antagonist	Akt phos inh	PTHR1 agonist	GLP-1R inv ag	FUS yeast rescue	TDP-43 yeast inh	GLP-1R agonist
CN(c1ccccc1)S(=O)(=O)c1ccc(C(=O)OCC(=O)NCc2cccs2)cc1	2%	12%	-12	i	i	u	-2%	0%	-1%
CN(C)c1ccc(/C=N/NC(=O)c2ccco2)cc1	-8%	-5%	-8	i	-12%	u	-9%	9%	-15%
Cc1ccc(C(=O)NCC(=O)N(C)Cc2cccc(F)c2)s1	0%	9%	0	i	-4%	0%	11%	7%	3%
O=C(Cn1cc(C(=O)C2CC2)c2ccccc21)NC1CCCC1	8%	-2%	8	i	i	-10%	-16%	9%	-2%
COc1ccc(CCNC(=O)COC(=O)Cc2c[nH]c3ccccc23)cc1OC	-2%	6%	1	i	2%	4%	16%	23%	0%

Next compounds follow:
SMILES	aSyn rescue	Abeta rescue	DRD3 antagonist	Akt phos inh	PTHR1 agonist	GLP-1R inv ag	FUS yeast rescue	TDP-43 yeast inh	GLP-1R agonist
CCCNC(=O)C1(C)CCCN(Cc2csc3ccccc23)C1 (configuration not stated)	-8%	-11%	-53*	i	i	u	-17%	10%	19%
CC1(C)CC(=O)c2sc(NC(=O)Cc3cccs3)nc2C1	4%	25%	-15	i	i	u	18%	0%	3%
Cc1ccc2c(C(=O)CN3CCOCC3)c(C)[nH]c2c1	9%	11%	1	i	u	-1%	5%	2%	28%
O=C(O)c1cc(-c2cccc([N+](=O)[O-])c2)n[nH]1	-3%	-7%	-6	i	-20%	-4%	28%	0%	-6%
O=C(O)Cc1sc(Nc2cccc3ccccc23)nc1-c1ccccc1	-2%	-13%	-10	i	i	u	22%	-5%	9%
CC(C)OC(=O)c1ccc(S(N)(=O)=O)o1	-3%	11%	8	i	i	33%[activator]	-11%	-9%	3%
CNC(=O)c1ccccc1Sc1cccc2cccc(C(=O)O)c12	0%	3%	20	i	i	10%	-36%	8%	-1%
CN1CCN(C(=O)c2ccc3c(c2)N(Cc2ccc(F)cc2)C(=O)c2ccccc2S3(=O)=O)CC1	x	-8%	x	x	i	2%	1%	-12%	-1%
Cc1cc(C(=O)Cn2ncc(Cl)c(Cl)c2=O)c(C)n1CC(F)(F)F	5%	11%	-59*	i	-41%[inhibitor]	u	17%	-14%	-27%
Cc1ccc(Cl)cc1-n1ncc2c(NC3CCCCC3)ncnc21	x	-12%	x	x	-40%[inhibitor]	u	22%	13µM*	x
Cc1occc1C(=O)Nc1nnc(-c2cccs2)s1	-5%	5%	4	i	-8%	2%	-3%	1%	15%
Cc1ccc(CNC(=O)COC(=O)C2CCC2)cc1	-1%	-2%	4	i	i	-10%	-6%	-8%	-8%
Cc1oc(-c2ccc(Cl)cc2)nc1CS(=O)CC(=O)NC1CCCCC1 (configuration not stated)	2%	x	0	i	i	-17%	-11%	-17%	-9%
COc1cc2[nH]c(=S)n(Cc3ccc(F)cc3)c(=O)c2cc1OC	-1%	6%	-14	i	-31%[inhibitor]	-1%[7.66 µM]	20%	-11%	-1%
CCOC(=O)C1=C(C)NC(SCC(=O)O)=NC1c1ccccc1 (configuration not stated)	3%	-13%	11	i	i	0%	24%	13%	-7%
Cn1c(O)c(C=Nc2ccc(N3CCOCC3)cc2)c(=O)n(C)c1=S	1%	-6%	-8	i	-11%	25%	-8%	17%	4%
COC(=O)c1n[nH]c2ccccc12	9%	26%	-4	i	i	0%	-16%	1%	-1%
O=C(Cc1ccc(F)cc1)NC1CC(=O)N(c2ccc3c(c2)OCCO3)C1 (configuration not stated)	x	-19%	x	x	6%	-7%	-5%	-3%	0%
Cc1ccc(C)c(NS(=O)(=O)c2csc(C(N)=O)c2)c1	-5%	-10%	-26	i	i	-4%	29%	-24%	11%
NC(=O)c1ccsc1NC(=O)COC(=O)c1cc(=O)[nH]c2ccccc12	0%	-9%	11	i	i	19%	16%	0%	1%
COc1cc(C#N)c(NC(=S)N2CCN(C(=O)c3ccco3)CC2)cc1OC	0%	-10%	2	i	-7%	5%	8%	28%	1%
